High-throughput results as filed in PubChem BioAssay.
TEAD-YAP block: TEAD-YAP interaction inhibition. HEK-TIYL cells, TEAD-Gal4/YAP UAS-luciferase luminescence. inhibition, % at 9.12 µM. 1.4% of 640,000 active. AID 1259422; in the data active = inhibition above about 32%;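 note: 0% = median of test compound wells and 100% = reference inhibitor wells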
GPR151 activ: activators of human GPR151 | AID 1508602 | Q8TDV0 | PathHunter beta-arrestin GPR151 cells, luminescence | activation, % at 11.2 µM | 1% of 650,000 active; in the data active = activation above about 4.9%;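 note: 0% = median of compound wells and 100% = cells with positive control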
Target sequence (Q8TDV0 whole entry, looked up): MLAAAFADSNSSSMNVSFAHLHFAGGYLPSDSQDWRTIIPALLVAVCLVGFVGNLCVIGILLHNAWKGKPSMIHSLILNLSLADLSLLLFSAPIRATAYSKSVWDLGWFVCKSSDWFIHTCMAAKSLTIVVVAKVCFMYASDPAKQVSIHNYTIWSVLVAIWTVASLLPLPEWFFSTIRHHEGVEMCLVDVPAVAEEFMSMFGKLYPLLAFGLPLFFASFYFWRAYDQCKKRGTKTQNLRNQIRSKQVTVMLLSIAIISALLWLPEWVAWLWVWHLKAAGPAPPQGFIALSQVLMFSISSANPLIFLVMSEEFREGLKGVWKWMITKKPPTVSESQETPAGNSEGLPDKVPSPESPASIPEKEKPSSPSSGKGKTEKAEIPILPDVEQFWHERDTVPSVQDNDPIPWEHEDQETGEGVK
FBW7 activator: human FBW7 E3 ligase activation, primary screen | AID 1259310 | normalized activity (activation), % at 26.1 µM | 0.13% of 650,000 active | Q969H0 | AlphaScreen FBW7–phospho-cyclin E peptide binding, activator screen; in the data active = normalized activity above about 1.9%;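 note: purified mutant Fbw7 with reduced substrate affinity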
MITF inh: human MITF inhibition, primary screen; O75030; AlphaScreen MITF homodimerization, bead proximity signal; inhibition, % at 2.6 µM; 0.91% of 650,000 active; in the data active = inhibition above about 50%;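 note: 0% = vehicle wells with protein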
Target sequence (O75030 whole entry, looked up): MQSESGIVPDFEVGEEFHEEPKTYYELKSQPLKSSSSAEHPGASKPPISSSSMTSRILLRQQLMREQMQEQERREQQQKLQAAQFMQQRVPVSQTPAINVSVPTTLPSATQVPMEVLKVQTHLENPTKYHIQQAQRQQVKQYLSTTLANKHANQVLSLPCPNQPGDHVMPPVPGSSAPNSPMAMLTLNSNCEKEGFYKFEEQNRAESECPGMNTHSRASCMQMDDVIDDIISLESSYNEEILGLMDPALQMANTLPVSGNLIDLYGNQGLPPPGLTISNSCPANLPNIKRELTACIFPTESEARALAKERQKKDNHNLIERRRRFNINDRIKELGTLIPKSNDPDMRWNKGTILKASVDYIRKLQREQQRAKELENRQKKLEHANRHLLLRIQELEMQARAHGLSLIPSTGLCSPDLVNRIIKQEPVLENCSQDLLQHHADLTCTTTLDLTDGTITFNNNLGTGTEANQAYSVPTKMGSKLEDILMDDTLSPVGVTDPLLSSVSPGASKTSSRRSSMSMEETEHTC
An asterisk follows results filed as active; · = not tested or not shown.

Molecule | TEAD-YAP block | MITF inh | GPR151 activ | FBW7 activator
CC(C)(C)n1nnnc1C(c1ccccn1)N1CCN(Cc2ccccc2Cl)CC1 (centres undefined) | -5.5 | 20.5 | -1.3 | 0.7
CC(C)c1nc(CN2CCOCC2)cc(=O)[nH]1 | -8.4 | -0.2 | 2.9 | 0.5
O=C(Nc1cccc2c(NC(=O)c3ccc(Br)cc3)cccc12)c1ccc(Br)cc1 | 14.1 | 5.5 | 2.3 | -0.1
Cc1ccc(-c2csc3ncnc(OCC(=O)Nc4cc(C)on4)c23)cc1 | -4.0 | -0.9 | 1.4 | -0.2
Cc1ccc(/C=C2\N=C(c3cc([N+](=O)[O-])ccc3Cl)OC2=O)cc1 | -1.9 | 0.8 | -1.3 | -0.1
CCc1c[nH]c2ncnc(-c3ccc(NC(=O)Nc4cccc(C(=O)NC(C)C)c4)cc3)c12 | 14.1 | 13.4 | 0.5 | -0.1
Cc1cccc(OCC(=O)N(Cc2nc(-c3ccccc3)no2)C(C)C)c1C | 2.2 | 13.7 | -0.2 | 0.0
CSC(NCc1cccnc1)=C(C#N)C#N | -8.1 | -6.2 | -0.8 | 0.1
Cc1nc2c(-c3ccccc3)c(C)nn2c(C)c1CC(=O)NC1CCCCC1 | -3.3 | -1.3 | 1.3 | -0.2
COCCNC(=O)Cn1cc(/C=C(\C#N)C(=O)Nc2ccc(F)cc2)c2ccccc21 | -3.6 | -5.3 | 3.4 | -0.1
CCOC(=O)N1CCN(C(=O)CSCc2nc(-c3ccccc3C)oc2C)CC1 | -1.4 | 14.7 | -0.3 | 0.7
CC1CCC2=NN(C(=O)Cc3ccc([N+](=O)[O-])cc3)C(O)(C(F)(F)F)C2C1 (centres undefined) | -6.8 | -3.7 | 0.3 | -0.1
O=C(COC(=O)c1ccc(N2C(=O)C3C4C=CC(C4)C3C2=O)cc1)c1cccc([N+](=O)[O-])c1 (centres undefined) | -8.7 | -5.1 | 1.4 | -0.2
COc1ccc(C(=O)CN2C(=O)c3ccccc3C2=O)c(OC)c1C | -1.7 | 2.6 | -0.1 | 0.0
C=C(C)Cn1c(-c2cccc([N+](=O)[O-])c2)n[nH]c1=S | 10.2 | -7.6 | -0.1 | -0.2
Cc1ccc(C)c(CN(CCCN(C)C)CCCN(C)C)c1 | 16.6 | 26.3 | 1.5 | 0.1
COCCNC(=O)/C(C#N)=C/c1ccc(-c2cc(Cl)ccc2Cl)o1 | -2.5 | -6.4 | -0.5 | -0.1
CCCOc1ccc(/C=C/C(=O)NCC(C)C)cc1 | -35.4 | 1.5 | -0.7 | -0.2
O=C(Nc1cccnc1)c1ccc(Cl)c([N+](=O)[O-])c1 | 6.9 | -2.1 | -1.6 | 0.0
CCOc1cccc(CN2CCc3nnc(C4CCCO4)n3CC2)c1O (centres undefined) | -10.8 | 16.4 | 0.0 | 0.1
C#CCOc1ccc(Br)cc1C1C(C(=O)OC)=C(N)OC2=C1C(=O)CCC2 (centres undefined) | -3.6 | 1.5 | 0.0 | 0.0
O=C(COc1ccccc1[N+](=O)[O-])Nc1ccccc1I | 5.2 | 0.3 | 0.0 | -0.2
O=C(Nc1cccc(O)c1)c1cnn2c1NC(c1cccs1)CC2C(F)(F)F (centres undefined) | -0.6 | 8.3 | 4.5 | 0.1
Cc1nnc2nc(-c3ccc(NC(=O)CCCN4CCCC4=O)cc3)cn2c1C | -60.3 | 4.8 | -1.1 | -0.1
CCCn1c(=S)[nH]c2cc(C(=O)N(CC)CCO)ccc2c1=O | 14.3 | 17.2 | -0.3 | 0.2
COCCN(C(C)=O)C1CCN(c2nccc(OC)n2)CC1 | -4.9 | -7.4 | -0.7 | 0.0
CCCCN(C)C(=O)CC1(c2ccc(OC)cc2)CC(=O)N(C2CC2)C1=O (centres undefined) | -5.9 | -18.4 | -0.4 | -0.1
CCCCN(CC)C(=O)c1ccc(OC)cc1OC | 8.1 | 12.9 | 1.6 | 0.1
CCOc1ccc(C(=O)Nc2c3c(nn2-c2ccc([N+](=O)[O-])cc2)CSC3)cc1OCC | -9.4 | 9.5 | 0.0 | -0.1
CCN(CC)c1ncnc2ccc(Br)cc12 | 19.0 | 2.5 | -1.0 | 1.5
O=C(CSc1ccccc1Cl)N1CCc2ccccc21 | -10.4 | 10.4 | 0.1 | 0.1
O=C(CN1C(=O)CSC1=O)Nc1ccccc1F | 15.6 | 9.0 | -0.3 | 0.3
CCOc1ccc(C2=NN3C(C2)c2cccc(OC)c2OC32CCCCC2)cc1 (centres undefined) | -11.0 | -7.6 | 0.9 | 0.1
O=C(CSc1ccccc1C(=O)NCCCN1CCCC1=O)Nc1ccc(F)cc1 | -22.0 | 14.5 | -0.1 | 0.1
COc1ccc(CN2C(=O)C3C(c4ccc(Cl)cc4)OC4(C(=O)c5ccccc5C4=O)C3C2=O)cc1 (centres undefined) | 3.5 | 0.2 | 0.2 | -0.1
COc1ccc(C)cc1N1C(=O)[C@@H]2C[C@H]1CN2CCc1ccccc1 | -1.0 | -7.8 | 0.9 | -0.1
Cc1ccc(C)c(C(=O)CN2C3=NCCN3c3ccccc32)c1 | 4.8 | -1.8 | -0.5 | -0.1
O=C(c1cc(F)cc(F)c1)N1CC[C@@H](c2ccccc2)[C@H](O)C1 | -3.2 | 53.2* | -0.6 | 0.0
COC(=O)CSc1nc2c(cnn2-c2ccc(F)cc2)c(=O)[nH]1 | 1.2 | 1.1 | 1.8 | -0.1
CC1CCN(C(=O)CSc2nc3ccsc3c(=O)n2Cc2ccccc2Cl)CC1 | -4.7 | 2.1 | -1.5 | -0.1
O=c1[nH]c(=O)c2sc3nc(Cc4ccccc4)cc(C(F)(F)F)c3c2[nH]1 | -1.1 | -1.8 | 0.1 | -0.2
O=C(c1ccc(Cl)cc1)c1ccccc1C(=O)n1nnc2ccccc21 | -1.6 | 6.3 | -2.3 | -0.1
Cc1nnc2n1NC(c1ccccc1)C(C(=O)N1CCCCCC1)S2 (centres undefined) | 0.1 | -13.7 | -0.4 | 0.0
CCn1c(=O)cc(SCC(=O)Nc2cccc(C#N)c2)c2ccccc21 | 4.4 | 6.8 | 0.1 | -0.4
COC(=O)c1c(OC(C)C)cc(=O)n2c1CCN(C(=O)c1noc3c1CCCC3)CC2 | 4.5 | -3.2 | 4.8 | 0.0

An excerpt of these results, with each value named:
SMILES: O=c1[nH]c(=O)c2sc3nc(Cc4ccccc4)cc(C(F)(F)F)c3c2[nH]1
  TEAD-YAP block: -1.1
  MITF inh: -1.8
  GPR151 activ: 0.1
  FBW7 activator: -0.2

SMILES: O=C(c1ccc(Cl)cc1)c1ccccc1C(=O)n1nnc2ccccc21
  TEAD-YAP block: -1.6
  MITF inh: 6.3
  GPR151 activ: -2.3
  FBW7 activator: -0.1

SMILES: Cc1nnc2n1NC(c1ccccc1)C(C(=O)N1CCCCCC1)S2 (centres undefined)
  TEAD-YAP block: 0.1
  MITF inh: -13.7
  GPR151 activ: -0.4
  FBW7 activator: 0.0

(listing goes on)
Molecule | TEAD-YAP block | MITF inh | GPR151 activ | FBW7 activator
COc1cc(/C=C/C(=O)O)ccc1OCC(N)=O | 9.1 | 5.0 | -1.2 | 0.0
COCc1ccc(-c2nccnc2NS(=O)(=O)c2ccc(C)cc2)cc1 | 5.9 | 15.7 | -0.5 | 0.1
O=C(NC1CCCCCC1)c1ccc(Sc2ccc(Br)cc2)c([N+](=O)[O-])c1 | -4.0 | 1.5 | -1.0 | 0.0
O=C(Oc1ccccc1)N1CCN2C(=O)[C@@H]3C[C@@H](O)CN3C(=O)[C@H]2C1 | 5.3 | -11.4 | 0.1 | -0.2
c1coc(-c2ccc(SCc3cn4ccccc4n3)nn2)c1 | 2.0 | 12.3 | -4.7 | -0.3
COc1ccc(-c2nnc(NC(=O)c3ccc(S(=O)(=O)N4CCCc5ccccc54)cc3)o2)cc1 | 6.8 | -6.0 | 1.8 | 0.1
Cc1onc(-c2ccccc2)c1C(=O)Nc1cc2cccc([N+](=O)[O-])c2oc1=O | 2.9 | -1.8 | -0.6 | -0.2
O=C(Nn1cnc2ccccc2c1=O)c1ccccc1 | -15.9 | -3.0 | 0.3 | -0.1
CC(=O)Nc1ccc(OCC(O)CNC2CCCC2)cc1 (centres undefined) | -0.9 | 24.4 | 5.5* | 0.3
O=C(Nc1ccc(NC(=O)C2CC2)nc1)c1cccnc1 | 7.0 | 12.0 | -0.7 | 0.0
CCc1nc2sc3c(c2c(=O)[nH]1)CCC(C)C3 (centres undefined) | -37.0 | -2.0 | 1.1 | -0.1
COCCNC(=O)C1c2ccccc2Oc2ccccc21 | -5.3 | -10.5 | 0.3 | 0.0
COCC(=O)NC1CCN(CC(=O)Nc2ccccc2)CC1 | -1.9 | 9.9 | -0.1 | 0.2
O=S1(=O)N=C(c2ccc(F)cc2)Nc2ccccc21 | -18.5 | 14.4 | -3.8 | 0.2
CC(=O)NCCN1C(=O)C(=O)/C(=C(\O)c2ccc(Cl)cc2)C1c1ccccc1F (centres undefined) | 2.5 | 2.6 | -0.9 | -0.2
COC(=O)c1ccc(CS(=O)(=O)c2ccc(OC)cc2)o1 | -0.9 | -13.5 | 0.6 | 0.3
Nc1c(Cl)cc(Cl)cc1C(=O)OCC(=O)Nc1ccc(F)cc1F | 5.4 | -14.0 | 0.4 | 0.0
O=[N+]([O-])c1ccc(/C=N/NC(=S)Nc2ccc(Cl)cc2)o1 | 7.9 | 11.4 | 0.2 | -0.2
CC(Sc1nnc(-c2ccc(OC(F)F)cc2)n1N)C(=O)NC(N)=O (centres undefined) | -3.6 | 7.1 | 1.3 | -0.1
CCCCC(CC)CNC(=O)c1ccc(Cn2c(=S)[nH]c3cc4c(cc3c2=O)OCO4)cc1 (centres undefined) | -0.1 | 2.6 | 2.2 | 0.0
O=C1c2cccnc2C(=O)N1CNc1ccccc1 | 2.7 | 2.9 | -1.5 | -0.1
COc1ccc(-c2n[nH]c(=S)n2-c2ccccc2C)cc1OC | -0.9 | -5.1 | -0.9 | 0.0
COC1CCC(C(=O)NC(C)c2nc(-c3ccc(Cl)cc3)n[nH]2)CC1 (centres undefined) | -0.6 | -7.1 | 0.0 | -0.1
Cc1ccccc1NC(=O)CCC(=O)OC(C)C(=O)c1ccccc1 (centres undefined) | 2.4 | 13.8 | -0.5 | 0.2
CCOC(=O)N1CCc2c(sc(NC(=O)C3CC3)c2C(N)=O)C1 | 31.8 | 20.8 | -1.5 | 0.2
Cc1nn(C)c(C)c1-c1cccc(C(=O)NCCc2ccc(O)cc2)n1 | -11.3 | -9.6 | 2.3 | 0.0
Cc1ccc(CNC(=O)CCc2nnc(CCCCc3ccccc3)o2)s1 | 2.1 | 4.8 | 0.8 | 0.2
O=c1c(O)c(-c2cccnc2)oc2ccc(Cl)cc12 | -20.0 | -0.7 | 1.7 | 0.1
CCOC(=O)c1ccc(S(=O)(=O)Nc2nnc(-c3ccc(Cl)cc3)o2)cc1 | -5.8 | 0.5 | -1.9 | 0.1
Cc1ccc(NC(=O)C2CCN(C(=O)NCc3cccs3)CC2)cc1F | 5.4 | 6.3 | -0.1 | 0.2
CSc1cccc(NC2=NS(=O)(=O)c3ccccc32)c1 | 12.4 | 2.5 | -1.1 | 0.0
O=C(Nc1cccc(-c2cn3ccccc3n2)c1)c1cnccn1 | -4.9 | 0.2 | 1.1 | -0.2
COc1ccccc1N1CCN(C(=O)c2ccc(N3CC4CC(C3)c3cccc(=O)n3C4)c(NC(=O)Cc3c(F)cccc3Cl)c2)CC1 (centres undefined) | -5.0 | 15.6 | 0.5 | 0.0
NC(=O)OCC(O)COc1ccc(Cl)cc1 (centres undefined) | · | -10.0 | -1.3 | -0.1
CCn1ccnc1CN1CCCC(CO)(Cc2cccc(OC)c2)C1 (centres undefined) | -6.5 | 21.3 | -0.9 | 0.2
O=C(CCCc1nc2ccccc2s1)OCC(=O)c1ccc[nH]1 | -3.1 | 5.8 | -1.3 | 0.3
O=C(COC(=O)c1ccc(F)cc1)c1cccc([N+](=O)[O-])c1 | -0.2 | 5.2 | -0.2 | 0.0
CCOc1ccc(-n2nc3ccc(NC(=O)c4ccc(-c5cccc(Cl)c5)o4)cc3n2)cc1 | 4.4 | 13.5 | -2.2 | 0.5
O=C(O)c1ccc(NC2CC(=O)N(c3cccc(Cl)c3Cl)C2=O)cc1 (centres undefined) | -22.6 | 1.4 | 0.2 | 0.1
CCOc1ccccc1-n1c(=S)sc2c(=O)n(-c3ccccc3C)c(SCC(=O)Nc3cc(C)[nH]n3)nc21 | 7.0 | 6.2 | 0.4 | -0.1
Cc1ccc(-n2c(=O)c3sccc3n(CC(N)=O)c2=O)cc1F | 8.1 | 12.0 | -0.3 | 0.6
Cc1ccc2c(c1)cc(CN(Cc1cccnc1)C(=O)C1CCC1)c1nnnn12 | 1.4 | 8.9 | -0.1 | 0.5
CCCN(CCO)Cc1ccc(Cl)cc1Cl | 6.3 | -2.2 | 0.8 | -0.2
CN(c1ncnc2c1c(-c1ccccc1)cn2-c1ccc(Cl)cc1)C1CCCCC1 | 2.0 | -7.8 | 0.0 | 0.1
COc1ccc(C)cc1Nc1c(-c2ccccc2)c(=O)c1=O | 1.2 | 11.3 | 0.4 | 0.3
CC(=O)Nc1ccc(NC(=O)C2CCCCC2)nc1 | 9.3 | 20.2 | 2.5 | 1.6
Brc1ccc(-c2csc(N3CCc4ccccc4C3)n2)cc1 | -2.8 | 13.7 | -0.7 | 0.1
CC(C)C(NS(=O)(=O)c1cccs1)C(=O)Nc1cccc(C(F)(F)F)c1 (centres undefined) | 10.1 | -13.6 | 1.0 | 0.2
Cc1nnc2c3c4c(sc3ncn12)CCC4 | -8.7 | 1.1 | -0.4 | 0.0
CC(C)(C)c1cc(CN2CCN(CCO)CC2)c(O)c(C(C)(C)C)c1 | -6.6 | 9.2 | 1.4 | 0.3
O=C(O)CN1C(=O)CSc2ncccc21 | 5.8 | 8.0 | -0.4 | -0.1
COCCNC1CCN(c2ccc(C(=O)NC(C)c3ccccc3)cc2)CC1 (centres undefined) | 4.1 | 0.2 | 1.4 | -0.1
